p53ts 39C kill: cytotoxicity in p53ts cells at nonpermissive temperature; H1299-p53A138V viability at 39C, ATP luminescence, 24 h; Potency, µM (doses to about 46.1 µM), for the others: at the highest dose activity change, negative = cell killing, most hits filed as cytotoxic; 130,000 compounds, 1.5% hits; also: nearly all actives have a fitted effect of over 55% in size
IkB signaling: inhibitors of IkB signaling in ABC-DLBCL cells | ABC-DLBCL IkBa-CBG/CBR dual luciferase ratio, 4 h; response scale: scaled: untreated 0%, proteasome inhibitor 100% | Potency, µM (top dose mostly 57.1 µM), without a hit: at the highest dose IkBa stabilization activation | 110,000 compounds, 0.04% hits | AID 445; active = well fitted curve in the direction sought with a large enough effect in the signal ratio, not every such curve was filed as active; inconclusive = small, poorly fitted or top-dose-only effect, or a change in a side signal; the % refers to the signal ratio;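 also: the direction sought is a rising ratio; 0% = basal untreated cells and 100% = reference inhibitor full response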
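In this assay, an IκBα–CBG68 fusion accumulates when IKK-driven degradation is blocked; native CBR normalizes for cell number. OCI-Ly3 cells were treated 4 h with compound and doxycycline, then green and red light read after Chroma-Glo addition.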
Imprint erasure: inducers of genomic imprint erasure in mouse ES cells | mouse ES Peg3-LacZ reporter, beta-gal luminescence, 40 h | Potency, µM (titrated, usually from 60.7 µM), for inactives: at the top dose activity change, positive = activation, most hits filed as activators | 110,000 compounds, 0.02% hits | AID 1948;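 also: 0% = negative control wells on the plate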
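Gelatin-coated wells received 300 freshly trypsinized female ES cells with a Peg3LacZ-Neo reporter on the maternal allele, then incubated 40 hours at 37C. BetaGlo was added for 5 minutes at room temperature before a single luminescence read.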
p53ts 32C tox: kills p53ts cells at the permissive temperature; H1299-p53A138V at 32C, ATP luminescence viability, 24 h; Potency, µM (highest dose often 46.1 µM), for inactives: at the top dose activity change, negative = cytotoxicity, usual class: cytotoxic; 130,000 compounds, 0.93% hits;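 also: 0% = DMSO and -100% = full killing by reference compound; nearly all actives have a fitted effect of over 55% in size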
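Viability by ATPlite luminescence after 24 h compound treatment (up to 46 uM) at the permissive 32C. Cells are H1299 carrying p53 A138V. Scale runs from DMSO basal to 100 uM tamoxifen as full kill; AC50 from Hill fits.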
* = called active by the depositor; ? = inconclusive; · = no result given; & = joins results of further samples; [ ] = remark or other dose. Unless noted, calls follow the shape of the dose curve; as a rule, active = well fitted curve in the direction sought with a large enough effect; inconclusive = small, poorly fitted or top-dose-only effect, or another doubt; inactive = no such curve, though single readings can be large; an effect the other way counts as inactive or inconclusive. Unless noted, % is scaled to controls: 0 for no effect and ±100 for the full control effect; potency is read from the fitted curve at half-maximal effect.

Order of results – p53ts 39C kill | IkB signaling | Imprint erasure | p53ts 32C tox
> CC(=O)OC1CC(OC(C)=O)[C@]2(C)C(CC(=O)[C@]3(C)C2CC[C@@]2(C)C(C(=O)O)OC(=O)C4OC423)C1(C)C (stereo partly specified)
  -3% | · | -10% | 10%
> COc1ccc(/C=C/C(=O)Nc2ccc3nc(N4CCC(C)CC4)cc(C)c3c2)cc1OC
  -11% | ? | -35%[inhibitor][10.9 µM] | -5%
> CCOCCCNC(=O)c1ccccc1SC
  15% | -1.6% | -1% | 0%
> CC(C)c1cc(NCCCN2CCOCC2)n2c(nc3ccccc32)c1C#N
  13% | · | · | -2%
> CCOc1ccc(CCNC(=O)CN2CCN(Cc3ccccc3C)C2=O)cc1OCC
  -4% | 0.1% | -2% | -1%
> Cc1cccc(Nc2nnc(-c3ccc(C)c(S(=O)(=O)N4CCCCC4)c3)c3ccccc23)c1
  18% | ? | -17%[10.9 µM] | 3%
> CCOC(=O)C1=C(N)Oc2cc(C)oc(=O)c2C1c1cccnc1 (stereo unspecified)
  -10% | 1.3% | 6% | 0%
> COc1cc(S(=O)(=O)N(Cc2ccc(C)cc2)C2CCCCC2)ccc1-n1cnnn1
  6% | 0.4% | -14% | 14%
> CCN(CC)CCNC(=O)c1ccc2c(c1)NC(=O)C(CS(=O)(=O)Cc1cccc(Br)c1)N2 (stereo unspecified)
  -21% | 1.9% | 5%[10.9 µM] | -6%
> CCOC(=O)c1[nH]c(C)c(/C(O)=C2\C(=O)C(=O)N(CCN(C)C)C2c2ccc(C)o2)c1C (stereo unspecified)
  5% | -3.0% | -6% | -1%

In another format: entries from further up.
CCOC(=O)c1[nH]c(C)c(/C(O)=C2\C(=O)C(=O)N(CCN(C)C)C2c2ccc(C)o2)c1C (stereo unspecified)
  p53ts 39C kill: 5%
  IkB signaling: -3.0%
  Imprint erasure: -6%
  p53ts 32C tox: -1%
CCOCCCNC(=O)c1ccccc1SC
  p53ts 39C kill: 15%
  IkB signaling: -1.6%
  Imprint erasure: -1%
  p53ts 32C tox: 0%
CCOc1ccc(CCNC(=O)CN2CCN(Cc3ccccc3C)C2=O)cc1OCC
  p53ts 39C kill: -4%
  IkB signaling: 0.1%
  Imprint erasure: -2%
  p53ts 32C tox: -1%
COc1cc(S(=O)(=O)N(Cc2ccc(C)cc2)C2CCCCC2)ccc1-n1cnnn1
  p53ts 39C kill: 6%
  IkB signaling: 0.4%
  Imprint erasure: -14%
  p53ts 32C tox: 14%

More structures.
Order of results – p53ts 39C kill | IkB signaling | Imprint erasure | p53ts 32C tox
> CC(C)C[C@H](NC(=O)NCc1ccccc1Cl)C(=O)O
  7% | -0.1% | -12% | 3%
> CSCC[C@H](NC(=O)NCc1ccccc1F)C(=O)O
  8% | -0.3% | 12% | 2%
> CCN1CCN(c2cc(C)c3cc(NC(=O)c4cc(OC)c(OC)c(OC)c4)ccc3n2)CC1
  -30% | 3.4% | -8%[10.9 µM] | -8%
> Cc1ccc(-c2nc3c4ccccc4n(CC(=O)N4CCN(c5ccc(F)cc5)CC4)c(=O)n3n2)cc1
  6% | 6.0% | 15%[10.9 µM] | 7%
> OC[C@@H]1O[C@@H](n2cnc3c(NC4CCCCC4)ncnc32)[C@@H](O)[C@H]1O
  -10% | ? | · | -15%
> O=C(CCc1ccccc1)N(Cc1cccnc1)c1nc2c(F)cccc2s1
  -11% | ? | 3%[10.9 µM] | -4%
> O=C(Nc1ccc(F)cc1F)c1cc2n(n1)C(C(F)(F)F)C1CCCCC1N2 (stereo unspecified)
  17% | 1.0% | -19% | 3%
> COc1ccc(-c2cn[nH]c2N)c(OC)c1
  10% | 3.7% | 3% | 6%
> COC(=O)CCCCCc1ccc(C(C)=O)s1
  1% | -6.6% | -17% | -2%
> CN(C)c1ccc(C(=O)NCc2ccc3c(c2)CCN3C(=O)c2ccccc2)cc1
  -10% | -0.2% | -11%[10.9 µM] | 7%

Next part.
Order of results – p53ts 39C kill | IkB signaling | Imprint erasure | p53ts 32C tox
> COc1ccc(-c2c(C#N)c(N)nc3c2c(=O)n(C)c(=O)n3C)cc1
  2% | · | · | -2%
> Cc1sc(C(=O)NCc2cccnc2)c2nc(C)n(CC(=O)NCc3cccnc3)c(=O)c12
  1% | 0.8% | 3% | 12%
> CCCCC(NC(C)=O)c1nc2ccccc2[nH]1 (stereo unspecified)
  0% | 1.5% | -7% | 7%
> Cc1ccc(OCCNC(=O)c2ccccc2N)cc1
  5% | 4.4% | -4% | 1%
> COc1ccc2[nH]c(=O)c(CN(CCO)C(=O)c3ccccc3F)cc2c1
  -10% | 0.7% | -6% | -2%
> Cn1c(N2CCC(C(N)=O)CC2)nc2c1c(=O)n(Cc1ccc(Cl)cc1)c(=O)n2C
  19% | 1.1% | -3% | -3%
> COc1ccc(NC(=O)C(CC(C)C)NC(=O)c2ccccc2C)cn1 (stereo unspecified)
  -10% | 0.1% | -4% | 2%
> Cc1c(O)cccc1C(=O)N[C@@H](CSc1ccccc1)[C@H](O)CN1C[C@H]2CCCC[C@H]2C[C@H]1C(=O)NC(C)(C)C
  -25% | ? | -32%&6%[inhibitor] | -16%[1.84 µM]
> COc1ccc2c(c1)c1c(c(=O)n(Cc3ccccc3)c(=O)n1CC(=O)Nc1cc(C)cc(C)c1)n2C
  10% | 0.5% | 11%[10.9 µM] | 10%
> CCN1CCN(C(c2cccs2)C(C)NC(=O)CC(C)C)CC1 (stereo unspecified)
  -9% | -1.0% | -6% | 21%

The list goes on:
Order of results – p53ts 39C kill | IkB signaling | Imprint erasure | p53ts 32C tox
> CCc1cccc(NC(=O)Cn2c(=O)n(Cc3ccccc3)c(=O)c3c(C)c(C(=O)N(C)C)sc32)c1
  -11% | ? | -7%[10.9 µM] | 6%
> O=C(O)C1CC(=O)N(c2ccc(OCc3c(F)cccc3Cl)cc2)C1 (stereo unspecified)
  2% | ? | · | -3%
> CCOC(=O)c1sc(=S)n(-c2ccccc2OC)c1N
  -4% | -1.2% | -10% | 10%
> CC1(c2ccccc2)CC(C)(C)N(C(=O)c2ccccc2Cl)c2ccccc21 (stereo unspecified)
  -10% | ? | -17%[10.9 µM] | -4%
> Cc1nc2ccccn2c1/C(O)=C1\C(=O)C(=O)N(CCCn2ccnc2)C1c1ccncc1 (stereo unspecified)
  5% | 0.7% | 4% | -8%
> COc1ccccc1N1CCN(C(=O)CCS(=O)(=O)c2cc(Br)cc3c2N(C(C)=O)CC3)CC1
  0% | ? | 6%[10.9 µM] | -4%
> Cc1nnc(NC(=O)c2ccccc2Br)s1
  -4% | 0.3% | -22% | -5%
> CCN1CCN(c2oc(-c3ccc(COc4ccc(C)cc4)o3)nc2C#N)CC1
  -16% | ? | -15%[10.9 µM] | -2%
> Cc1ccccc1NC(=O)Cn1c(=O)n(CCCCCC(=O)NCc2ccc3c(c2)OCO3)c(=O)c2sccc21
  4% | ? | -7%[10.9 µM] | 2%
> COc1ccc(NC(=O)Cn2c(=O)oc3cc(S(=O)(=O)N4CCC(C)CC4)ccc32)c(OC)c1
  -20% | ? | -20%[10.9 µM] | 0%

(more compounds)
SMILES,p53ts 39C kill,IkB signaling,Imprint erasure,p53ts 32C tox
CCOC(=O)c1c(C)oc2nc(C)nc(NCC3CCN(Cc4ccc(F)cc4)CC3)c12,-9%,-3.6%,-11%[10.9 µM],-5%
Cc1nc2nc(C)c(CCC(=O)NCc3cccc(Cl)c3)c(C)n2n1,-9%,1.7%,27%[10.9 µM],-2%
CCCCOc1ccc(CSC(CC(=O)O)C(=O)O)cc1 (stereo unspecified),-4%,·,·,-9%
O=C(NC1CC(=O)N(c2ccc(Cl)cc2)C1)c1ccc(S(=O)(=O)N2CCOCC2)cc1 (stereo unspecified),-4%,?,24%[10.9 µM],-3%
O=c1oc2c(CN3CCOCC3)c(O)ccc2cc1-c1ccc(Cl)cc1,29%,2.9%,-85%[inhibitor][10.9 µM],-15%
COC(=O)c1cccc(N2C(=O)C3CC=CCC3C2=O)c1 (stereo unspecified),-7%,·,·,2%
CCOC(=O)c1[nH]c(C)c(/C(O)=C2\C(=O)C(=O)N(CCCn3ccnc3)C2c2ccncc2)c1C (stereo unspecified),1%,0.8%,-3%,8%
CCOC(=O)c1c(C)[nH]c(C)c1S(=O)(=O)N1CCC(C(=O)Nc2ccc(OCC)cc2)CC1,-5%,-1.1%,-6%[10.9 µM],16%

Next compounds.
SMILES,p53ts 39C kill,IkB signaling,Imprint erasure,p53ts 32C tox
COCCN(CCOC)Cc1c(O)ccc2c3c(c(=O)oc12)CCC3,5%,-4.8%,-22%,-10%
CCCCOc1ccc(S(=O)(=O)N2CCCCCC2)cc1,2%,2.6%,-17%,-9%
COc1ccc(Cl)cc1NC(=O)c1cc(-c2ccc3c(c2)OCO3)on1,26%,-1.9%,7%[10.9 µM],11%
CC(C)NC(=O)c1nc2ccccc2s1,28%,0.5%,-26%,14%
O=C1c2ccccc2C(Nc2ccc3c(c2)OCCO3)N1c1ccccn1 (stereo unspecified),-2%,-3.7%,-18%,2%
CCc1ccccc1N1CC(c2nc3ccccc3n2CCCCOc2ccccc2OC)CC1=O (stereo unspecified),?,?,?,?
CCCn1c(-c2nonc2N)nc2ccccc21,-2%,·,·,-10%
Cc1cccc(N2C(=O)CCC2=O)c1,3%,·,·,-2%

Next part
SMILES,p53ts 39C kill,IkB signaling,Imprint erasure,p53ts 32C tox
CC(C)(C)n1nnnc1C(c1cccs1)N1CCCc2ccccc21 (stereo unspecified),-1%,?,-14%,32%[activator]
COc1ccc(C(=O)Nc2nnc(S(=O)(=O)N(C)c3ccc(C)cc3)s2)cc1,3%,0.0%,20%[10.9 µM],2%
CCN(CC)CCNC(=O)C1CCN(C(=O)c2cnn(-c3ccccc3)c2-n2cccc2)CC1,16%,0.1%,-15%[10.9 µM],-1%
COC(=O)c1ccccc1NC(=O)c1ccc(COc2cc(C)cc(C)c2)o1,14%,2.4%,3%[10.9 µM],8%
CSc1ccc(CCNC(=O)c2cc3n(n2)CCCN(Cc2ccc(C)cc2)C3=O)cc1,-17%,?,-8%[10.9 µM],1%
FC(F)(F)c1ccccc1-c1nccc(N2CCNCC2)n1,-4%,-1.8%[11.4 µM],-8%,5%
c1cc(C2OCCN2CC2COC3(CCCC3)O2)ccn1 (stereo unspecified),-5%,-0.5%,-10%,-7%
COc1ccc(C(CC(=O)O)NC(C)=O)cc1OC (stereo unspecified),8%,0.2%,4%,-14%

The list goes on.
SMILES,p53ts 39C kill,IkB signaling,Imprint erasure,p53ts 32C tox
COCC(C)NC(=O)C1CC(c2cccc(Br)c2)=NO1 (stereo unspecified),-3%,0.6%,-5%,2%
O=C(c1cccc(Cl)c1)N1CCN(CCc2ccncc2)CC1,0%,0.2%,-6%[10.9 µM],-12%
COC(=O)C/C=C\[C@@H](C)[C@@H](/C=N\OCC[C@@H]1C=C[C@H](OC(C)=O)[C@H](COC(C)=O)O1)OC,-5%[9.22 µM],·,·,-4%[9.22 µM]
Cc1cc(O)c(C(c2ccccc2)N2CCC(C)CC2)c(=O)n1Cc1ccco1 (stereo unspecified),34%[activator],3.3%,-12%[10.9 µM],11%
COc1cc2c(C(=O)Nc3cc(OC)c(OC)c(OC)c3)cn(C)c(=O)c2cc1OC,19%,?,2%[10.9 µM],8%
COc1ccc(Br)cc1CNC(=O)c1cc2n(n1)CCCN(Cc1ccc(C)cc1)C2=O,-14%,?,-9%[10.9 µM],15%
COc1ccc2sc(N3C(=O)C4CC=C(C)CC4C3=O)nc2c1 (stereo unspecified),-4%,0.6%,-15%,-9%
CCc1c(C(=O)NC2CCCC2)csc1C,14%,1.6%,-11%,2%

More records follow:
SMILES,p53ts 39C kill,IkB signaling,Imprint erasure,p53ts 32C tox
N#Cc1cccc(-c2nnc(SCc3ccccc3C#N)o2)c1,-6%,-1.1%,-14%,-6%
CCN1CCN(C(c2cccc(Cl)c2)c2c(O)cc(C)n(CCOC)c2=O)CC1 (stereo unspecified),14%,0.7%,9%[10.9 µM],2%
CCCCN(CC)C(=O)C1CCCN(c2ncnc3onc(C)c23)C1 (stereo unspecified),-11%,-3.2%,-8%[10.9 µM],-14%
O=C(Nc1nc(COc2ccccc2)cs1)C1CCC1,-13%,·,·,-15%

Screening data (PubChem)
